AT treatment = potential ataxia-telangiectasia treatment; […] A-T fibroblasts, KAP-1 phosphorylation AlphaLISA; neocarzinostatin DNA damage 30 min before lysis; Potency, µM (series often up to 57.5 µM), inactives show at the highest dose activation, most hits filed as activators; actives 0.19% (n = 320,000); AID 485349; further: potency means the concentration at half of the fitted maximal effect; % of control where 0% means no effect; nearly all actives have a fitted effect of over 45% in size
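hTERT-immortalized A-T patient fibroblasts ([…]), 500 cells/well in OPTI-MEM, 1% FBS, got compounds for 60 min, then NCS for 30 min at 37C. Lysates were then assayed for phospho-KAP-1 by AlphaLISA (anti-pKAP1 donor, anti-KAP1 acceptor beads), 6 hr at 25C.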
a7 integrin act = integrin-mediated muscular dystrophy alleviation activation | actives 0.064% (n = 350,000) | alpha7betagal myoblasts, beta-gal FDG fluorescence, 48 h | AID 624291 | Potency, µM (titrated, usually from 38.3 µM), for the others: at the highest dose activation, most hits filed as activators;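 further: potency means the concentration at half of the fitted maximal effect; 100% = response of the positive control SU9516; nearly all actives have a fitted effect of over 60% in size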
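Alpha7betagal+/- myoblasts (passage 13) were plated 16-24 hr, then exposed to compounds (1:260 dilution of DMSO stock) for 48 hours at 37C. After MPER lysis, β-galactosidase reporter activity was read as FDG fluorescence (ex 480/em 540) after 30 minutes.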
TCR activator = T cell receptor activation | primary human leukocytes, anti-CD3, IL-2 HTRF, 48 h | AID 504894 | Potency, µM (doses to about 9.22 µM), inactives show top-dose activation of IL-2 secretion, most hits filed as activators | 330,000 tested, under 10 active; further: % of control where 0% means no effect
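HTRF read-out of IL-2 secretion: europium cryptate donor excited at 320nm, d2 acceptor emission at 665nm. Cells were primary human leukocytes incubated 48 hr with compounds and a-CD3 beads, supplying TCR signal only.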
TRPV1 agonist = human TRPV1 agonism; Q8NER1; TRPV1-expressing cells, Fluo-8 calcium influx, agonist mode; activation, % at 8.33 µM; actives 0.19% (n = 320,000); in the data active means activation above about 80%; inconclusive means between about 30% and that limit; further: 0% is about no effect
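TRPV1-expressing cells were cultured overnight at 35.5C and loaded with Fluo-8 calcium dye for 40 to 90 min at room temperature. After a 10 s baseline, compound was added and calcium influx was read kinetically for 3 min (ex 480/em 520 nm).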
MLL CXXC-DNA inh = blocks binding of human MLL CXXC domain to DNA; Q03164; Potency, µM (doses to about 115 µM), for the others: at the top dose activity change, negative = inhibition, most hits filed as inhibitors; actives 0.037% (n = 290,000); MLL-CXXC / FITC-HOXA9 DNA fluorescence polarization; active means well fitted inhibition curve with a large enough effect in the polarisation, with a control signal flat, not every such curve was filed as active; inconclusive means small, poorly fitted or top-dose-only effect, or effect the other way, or a change in a side signal; inactive means no such curve, though single readings can be large or run the other way; the % refers to the polarisation; further: potency means the concentration at half of the fitted maximal effect
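Steps: dispense CXXC domain solution (7 uM) → pin compounds or unlabeled HOX-A9 DNA control → 5 min ambient → add FLSN-HOX-A9 solution (50 nM) → spin → 30 min ambient → fluorescence polarization. Tris pH 7.5/NaCl/DTT/BSA buffer.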
p53 reactivation = re-activators of mutant p53; H1299 p53-A138V BP100-luciferase reporter, luminescence, 24 h; Potency, µM (highest dose often 92.2 µM), for inactives: at the top dose activity change, positive = activation, hits mostly activators; actives 0.063% (n = 320,000); further: potency means the concentration at half of the fitted maximal effect; % of control where 0% means no effect; nearly all actives have a fitted effect of over 45% in size
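p53-null H1299 cells stably carrying temperature-sensitive p53-A138V and a BP100-luciferase reporter were pinned with compounds (4-point, 1:5 series) and held 24 hrs at 37 deg C. Luminescence was read 10 min after detection reagent.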
BRCA1 expr act = activators of BRCA1 expression; MCF7-BRCA1-FFLuc reporter, luminescence, 48 h; response scale: scaled: vehicle 0%, 10 µM genistein 100%; Potency, µM (titrated, usually from 46.1 µM), inactives show top-dose activation, hits mostly activators; actives 1.1% (n = 380,000); AID 624202; further: potency means the concentration at half of the fitted maximal effect; nearly all actives have a fitted effect of over 80% in size; some results filed as inactive show a strong effect at the top dose
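Quantitative HTS in MCF7 cells stably reporting BRCA1 expression via firefly luciferase. Compound treatment lasts 48 h at 37 °C in phenol-red free MEM. Activation is expressed relative to genistein at 10 microM and DMSO.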
ELG1 repair inh = ELG1-dependent DNA repair inhibition; HEK293T ELG1-luciferase reporter, luminescence, 16 h; DNA damage induced by 5-fluorouridine; AID 504467; Potency, µM (highest dose often 46.1 µM), without a hit: at the top dose activity change, negative = inhibition, usual class: inhibitors; actives 2.3% (n = 330,000); further: potency means the concentration at half of the fitted maximal effect; on the % scale 0 is the no-effect control and ±100 the full control effect; nearly all actives have a fitted effect of over 55% in size
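Step one: seed 2,000 cells per well. Step two: pin-transfer compound or DMSO alongside 5-fluorouridine. Step three: incubate 16 hr, 37 °C, 5% CO2. Step four: add ONE-Glo, wait 30 min, read luminescence.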
TSG101-PTAP inh = blocks PTAP/TSG101 interaction to inhibit HIV-1 budding; Q99816; Fluorescence polarization, FITC-PTAP peptide / Tsg101 binding; Potency, µM (series often up to 115 µM), for inactives: at the highest dose activity change, negative = inhibition, most hits filed as inhibitors; 340,000 tested, under 10 active; active means well fitted inhibition curve with a large enough effect in the main read-out, with a control signal flat, not every such curve was filed as active; inconclusive means small, poorly fitted or top-dose-only effect, or effect the other way, or a change in a side signal; inactive means no such curve, though single readings can be large or run the other way; further: potency means the concentration at half of the fitted maximal effect; % of control where 0% means no effect
Target sequence (Q99816 whole entry, looked up): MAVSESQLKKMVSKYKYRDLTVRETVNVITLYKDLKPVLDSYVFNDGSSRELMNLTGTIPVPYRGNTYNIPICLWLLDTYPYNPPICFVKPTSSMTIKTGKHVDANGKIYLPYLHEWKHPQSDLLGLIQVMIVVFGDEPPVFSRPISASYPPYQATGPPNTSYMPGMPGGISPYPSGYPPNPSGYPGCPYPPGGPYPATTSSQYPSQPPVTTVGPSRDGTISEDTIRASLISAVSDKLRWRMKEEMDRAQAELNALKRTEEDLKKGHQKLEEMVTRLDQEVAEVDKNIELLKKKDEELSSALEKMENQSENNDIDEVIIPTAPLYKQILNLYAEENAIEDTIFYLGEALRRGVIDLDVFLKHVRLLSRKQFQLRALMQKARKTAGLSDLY
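Steps: Tsg101 binding domain dispensed (10 uM final), compounds pinned in DMSO, FITC-labeled PTAP-motif peptide added (50 nM final); after 20 min binding at room temperature, polarization measured.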
B2AR arrestin = recruits beta-arrestin to the human beta2-adrenergic receptor; P07550; beta-arrestin recruitment to beta2AR, cell-based reporter; Potency, µM (series often up to 46.1 µM), for the others: top-dose activation, most hits filed as activators; actives 0.02% (n = 330,000);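 further: potency means the concentration at half of the fitted maximal effect; 0% = DMSO controls and full agonism = EC100 isoproterenol or metaproterenol; nearly all actives have a fitted effect of over 65% in size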
Target sequence (P07550 whole entry, looked up): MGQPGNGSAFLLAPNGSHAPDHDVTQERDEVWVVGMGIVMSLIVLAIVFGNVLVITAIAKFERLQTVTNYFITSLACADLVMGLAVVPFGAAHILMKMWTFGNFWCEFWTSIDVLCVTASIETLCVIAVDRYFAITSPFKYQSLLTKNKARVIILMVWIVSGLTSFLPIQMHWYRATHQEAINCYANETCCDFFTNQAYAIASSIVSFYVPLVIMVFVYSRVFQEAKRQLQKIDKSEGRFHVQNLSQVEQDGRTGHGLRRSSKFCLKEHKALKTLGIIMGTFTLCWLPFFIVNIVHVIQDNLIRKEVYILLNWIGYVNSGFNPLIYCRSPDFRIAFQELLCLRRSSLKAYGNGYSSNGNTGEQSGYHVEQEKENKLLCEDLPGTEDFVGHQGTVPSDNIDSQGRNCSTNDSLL
Numbers without * were called inactive; ? = inconclusive; / = not tested or not shown; [ ] = another dose, or the depositor's remark. Unless noted, the call rests on the fitted dose curve; in most records, active means well fitted curve in the direction sought with a large enough effect; inconclusive means small, poorly fitted or top-dose-only effect, or another doubt; inactive means no such curve, though single readings can be large; an effect the other way counts as inactive or inconclusive.

Start of the data: the first two records as a preview:
mol | AT treatment | a7 integrin act | TCR activator | TRPV1 agonist | MLL CXXC-DNA inh | p53 reactivation | BRCA1 expr act | ELG1 repair inh | TSG101-PTAP inh | B2AR arrestin
CCCOc1ccc(N2C(=O)CC(NCc3cccnc3)C2=O)cc1 (centres undefined) | 4% | 14% | -2% | 2 | -1% | 2% | -18% | 2% | 1% | -1.0%
Cc1nnc(NCc2ccco2)s1 | -3% | -7% | -10% | 2 | 6% | 0% | 1% | 15% | -8% | -0.2%

Results, previewed entries included:
mol | AT treatment | a7 integrin act | TCR activator | TRPV1 agonist | MLL CXXC-DNA inh | p53 reactivation | BRCA1 expr act | ELG1 repair inh | TSG101-PTAP inh | B2AR arrestin
CCCOc1ccc(N2C(=O)CC(NCc3cccnc3)C2=O)cc1 (centres undefined) | 4% | 14% | -2% | 2 | -1% | 2% | -18% | 2% | 1% | -1.0%
Cc1nnc(NCc2ccco2)s1 | -3% | -7% | -10% | 2 | 6% | 0% | 1% | 15% | -8% | -0.2%
CCN(CC)CCn1c2c(c(SCC(=O)NCc3ccccc3)nc1=O)CCC2 | -5% | -18% | -3% | -2 | / | 3% | -9% | 11% | -2% | -0.5%
COc1ccc(C(=O)C2CCCN(C(=O)c3c4c(nn3C)CCCC4)C2)cc1F (centres undefined) | -5% | 7% | 0% | 3 | -1% | -3% | -34% | ? | 0% | 0.0%
Cc1cccc(-n2c(C)cc(/C=N\NC(=O)c3ccco3)c2C)c1 | 1% | 20% | -4% | 26 | 4% | 1% | 8.9µM* | ? | 2% | 0.1%
O=C(NCc1ccc2c(c1)OCO2)C1CCC(CNc2c(N3CCCCC3)c(=O)c2=O)CC1 (centres undefined) | 6% | 3% | 8% | -2 | -2% | -5% | 2% | ? | -2% | -0.2%
CCN1CCN(C(=O)/C(=C/c2ccco2)NC(=O)c2ccccc2)CC1 | -5% | 4% | 1% | -3 | -5% | 2% | -5% | -5% | 0% | -0.1%
CCn1cc(Cl)c(C(=O)Nc2ccccc2C(N)=O)n1 | 5% | 12% | 0% | -2 | 12% | ? | 0% | ? | 0% | -0.5%
COc1ccc(NC(=O)c2cccc(-n3cnnn3)c2)cc1 | 12% | 17% | -8% | 2 | 1% | -3% | 12% | 15% | -3% | -0.3%
CC(=O)C1=C(C)NC(SCC(=O)c2ccc(Cl)cc2Cl)=C(C#N)C1c1ccco1 (centres undefined) | 8% | -40% | -2% | 9 | -1% | 0% | -48% | ? | -4% | 7.1%
COc1ccc(OC)c(Nc2nc(N)nc(CSc3nnc(-c4ccncc4)o3)n2)c1 | -2% | / | / | -2 | 21% | -3% | / | 2% | / | 0.0%
O=C(/C(Cl)=C/Nc1ccc(Br)cn1)C(F)(F)F | ? | -14% | 7% | 12 | -8% | 3% | -3% | ? | -4% | -0.8%
COC(=O)c1cc2sc(Cl)cc2n1Cc1nc(-c2cccc(C)c2)oc1C | -18% | / | / | -1 | 2% | 1% | / | 8% | / | -0.1%
Cc1ccccc1Nc1nnc(SCC(=O)NCC2CCCO2)s1 (centres undefined) | 17% | -8% | 4%[46.1 µM] | / | / | -6% | -2% | 1% | -1% | 0.3%
Cc1cnc(C(=O)OCC(=O)N(Cc2ccccc2)C(C)C)cn1 | -2% | 5% | -8% | 0 | 4% | 0% | 0% | 8% | -7% | 0.1%
COc1ccc(OC)c(Cc2nnc(CCC(=O)NCc3ccc(C)s3)o2)c1 | 0% | 3% | -16% | ? | -15% | 2% | 10% | ? | 2% | 0.4%
O=S(=O)(c1ccc(F)cc1)N1CCCN(Cc2c(F)cccc2F)CC1 | 17% | 1% | 3% | 5 | 8% | -3% | -9% | -9% | 2% | 0.1%
Cc1ccc(Sc2oc(/C=N/n3cnnc3)cc2Br)cc1 | -9% | -63%[inhibitor] | 2% | 13 | -6% | 0% | 4% | 19% | 7% | -0.8%
O=c1[nH]cnc2scc(-c3ccc(Br)cc3)c12 | -2% | 12% | -5% | 0 | 3% | 8% | 31% | 2% | -5% | 0.1%
Cc1cs/c(=N\N=C\c2ccc(O)cc2)n1Cc1ccco1 | 2% | 2% | 1%[46.1 µM] | 4 | 11% | / | 83% | ? | -5% | -3.6%
N#CCCN1CCN(C2=NC(=O)C(=C3CCCCC3)S2)CC1 | 7% | -6% | 9% | -1 | -1% | 13% | 45% | ? | 3% | -0.1%
Cc1nc2cc(NS(=O)(=O)c3ccccc3)ccc2n1C | -1% | -10% | 4% | 2 | -22% | -4% | 16% | -13% | -8% | 0.1%
COc1cc(/C=C/c2cc(C(=O)O)c3ccccc3n2)cc(OC)c1O | -3% | 13% | 6% | 3 | -21% | 3% | -6% | 10% | -2% | 0.5%
CC(=O)N(C(C)=O)S(=O)(=O)c1ccc(N=NN2CCCCC2)cc1 | -6% | 19% | -3%[46.1 µM] | 3 | -2% | 16% | 1% | 13% | -6% | -0.4%
CC(=O)NN=C1CCC(c2ccccc2)CC1 (centres undefined) | 7% | 1% | -1%[46.1 µM] | 5 | 1% | -5% | -4% | 3% | -1% | 9.4%
Oc1ccc(Cl)cc1C1=NNC(c2cccs2)C1 (centres undefined) | -5% | 0% | 4% | 5 | 26% | -3% | -2% | ? | 0% | -0.6%
CCOc1ccc(N(CC(=O)NCC2CCCO2)S(=O)(=O)c2ccc(C)cc2)cc1 (centres undefined) | -4% | ? | 4% | 8 | 1% | -2% | -9% | 13% | 0% | 0.0%
COC(=O)[C@H](Cc1ccccc1)NC(=O)NCc1ccc(S(N)(=O)=O)cc1 | 1% | -23% | 4% | -4 | -1% | -8% | -2% | -8% | -1% | -0.9%
CSCCC(NC(=O)c1ccccc1)C(=O)NCC(C)(C)N1CCOCC1 (centres undefined) | 1% | -11% | / | 1 | / | -6% | 6% | 14% | -2% | -0.2%
CCOc1ccc2[nH]c(S(=O)(=O)CC)nc2c1Cl | / | 8% | 0% | -4 | 3% | / | -8% | / | -2% | /
CCc1ccc(N2C(=O)c3sc4nnc(C)c(=O)n4c3C2=O)cc1 | 13% | -9% | 5% | -2 | -3% | 3% | 0%[1.84 µM] | -1% | -3% | -1.1%
O=C(NC(=S)Nc1ccc(Cl)cc1)c1cncc(Br)c1 | / | -31% | 2% | / | / | / | 1% | / | -3% | /
CCN(CC(=O)N1CCCC1)S(=O)(=O)c1ccc(OC)cc1 | -14% | 3% | / | -1 | 5% | 5% | -9% | 2% | -1% | -1.0%
COc1ccc(/C=N/n2cnn(Cc3ccccc3Cl)c2=S)cc1 | 0% | 4% | 1% | 1 | -3% | -2% | 26% | ? | 0% | -0.1%
O=C(NCc1cccs1)C1CC(=O)N(c2ccc(Cl)cc2)C1 (centres undefined) | -2% | ? | 7% | ? | -5% | -2% | 1% | -7% | 0% | -0.1%
CCOC(=O)C1CCN(CC(=O)Nc2c(C(=O)OC)n(C)c3cccc(C)c23)CC1 | 4% | -2% | 4% | 1 | 9% | -8% | -4% | ? | 0% | 0.3%
COC(=O)[C@H](Cc1ccccc1)NS(=O)(=O)N[C@@H](Cc1ccccc1)C(=O)OC | -1% | -12% | 0% | -6 | / | -9% | -4% | -2% | -6% | 0.1%
N/C(=N\OC(=O)CCCc1ccccc1)c1ccccc1Cl | 21% | 0% | -7% | -5 | 9% | ? | 76% | -4% | -1% | 0.4%
CC(C)Nc1oc(-c2cccc3ccccc23)nc1C#N | 27% | 20% | 0% | ? | 1% | 10% | 14µM* | ? | -2% | 0.5%
Cc1n[nH]c(C)c1S(=O)(=O)N1CCCC(C(=O)NCC2COc3ccccc3O2)C1 (centres undefined) | -2% | -18% | -1% | -1 | 0% | -4% | -13% | -5% | -2% | 0.0%
CC(=O)C1=C(C)NC(SCc2cccc3ccccc23)=C(C#N)C1c1ccco1 (centres undefined) | -8% | -16% | -3%[46.1 µM] | 0 | 13% | -5% | -41% | -23% | -2% | -1.0%
COc1ccc(CN2CCN(C(=O)c3ccc4c(c3)CCC4)CC2)cc1OC | -2% | -13% | -8% | / | / | -1% | -17% | 1% | -3% | -0.1%
Cc1ccc(NC(=O)CSc2nnc3ccccn23)cc1 | 2% | 0% | 7% | 2 | -2% | 5% | 88% | ? | -4% | -0.3%
Cn1nc([N+](=O)[O-])nc1Sc1nnc(-c2ccccc2)o1 | -8% | -53%[inhibitor] | 2% | 0 | 3% | -13% | -64% | ? | -1% | 0.1%
COc1cc(NC(=O)COC(=O)CNC(=O)C23CC4CC(CC(C4)C2)C3)cc(OC)c1 | 4% | 10% | -2% | ? | / | -7% | 0% | -2% | -7% | -0.7%
CC(=O)c1cccc(NC(=O)COc2ccccc2)c1 | 3% | ? | 3% | 3 | 5% | -7% | 3%[1.84 µM] | ? | -7% | -0.1%
O=S(=O)(NC1CCCCCCC1)c1ccc(F)cc1 | / | 4% | 2% | / | / | / | -2% | / | -2% | /
